# Tat export inh: inhibitors of E. coli Tat protein transport; E. coli MC4100 TorA-mCherry Tat export, fluorescence; inhibition, % at 10 µM; 340,000 tested, 0.036% active;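 active means mean replicate inhibition at least 50% and at least half of replicates individually reaching 50%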;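 further: exported cargo escapes ClpAP degradation while cytoplasmic cargo is degraded and loses fluorescence; 0% = median of neutral control wells and 100% = median of NaSCN control wells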
# DAGLB inh: diacylglycerol lipase beta (human) inhibition. Q8NCG7. HEK293T DAGLB membrane lysate, EnzChek fluorogenic substrate. 340,000 tested, 0.059% active. inhibition, % at 5.17 µM; in the data active means inhibition above about 34%;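 further: 0% = enzyme with vehicle and 100% = wells lacking enzyme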
# Target sequence (Q8NCG7 whole entry, looked up): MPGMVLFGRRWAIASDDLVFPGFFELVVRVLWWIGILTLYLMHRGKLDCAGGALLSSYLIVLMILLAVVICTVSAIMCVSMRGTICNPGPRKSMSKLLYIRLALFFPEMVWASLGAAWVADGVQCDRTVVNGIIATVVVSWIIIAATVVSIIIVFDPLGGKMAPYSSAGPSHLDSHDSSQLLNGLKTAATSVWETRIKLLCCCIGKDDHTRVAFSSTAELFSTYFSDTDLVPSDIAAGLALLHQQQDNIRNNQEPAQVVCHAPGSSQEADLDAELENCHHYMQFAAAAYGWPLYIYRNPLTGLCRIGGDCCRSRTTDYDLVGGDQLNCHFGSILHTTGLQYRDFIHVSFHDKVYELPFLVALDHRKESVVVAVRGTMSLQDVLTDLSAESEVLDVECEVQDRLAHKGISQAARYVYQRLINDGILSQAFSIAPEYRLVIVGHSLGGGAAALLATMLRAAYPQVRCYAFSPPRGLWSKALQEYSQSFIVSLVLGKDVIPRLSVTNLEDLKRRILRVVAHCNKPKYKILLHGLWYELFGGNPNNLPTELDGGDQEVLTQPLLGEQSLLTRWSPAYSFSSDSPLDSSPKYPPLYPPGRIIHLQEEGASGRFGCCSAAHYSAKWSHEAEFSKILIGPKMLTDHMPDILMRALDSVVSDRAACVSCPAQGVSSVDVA
# AddAB inh: less growth of phage-infected E. coli with AddAB; AID 435030; inhibition, % at 11.9 µM; E. coli expressing H. pylori AddAB, absorbance growth; 330,000 tested, 0.29% active; in the data active means inhibition above about 12%;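 further: 0% = vehicle wells of infected cells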
# PfHsp90 yeast 2: inhibits growth of yeast expressing Plasmodium falciparum Hsp90; S. cerevisiae expressing PfHsp90, BacTiter-Glo ATP, 48 h; yeast lacking PDR1 and PDR3 efflux regulators; inhibition, % at 9.4 µM; 310,000 tested, 0.32% active; AID 504621;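 active means every replicate shows inhibition above about 80%, whatever the replicate mean, limit read from the data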;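 further: 0% = DMSO neutral controls and 100% = 20 µM radicicol positive controls; yeast relying on Plasmodium falciparum Hsp90 in place of its own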
# phage Ecoli inh: E. coli growth loss with phage present; growth absorbance; inhibition, % at 11.9 µM; 360,000 tested, 0.26% active; in the data active means inhibition above about 11%
# PvdQ inh: P. aeruginosa PvdQ acylase inhibition | purified PvdQ acylase, fluorescence plate reader | inhibition, % at 10 µM | 340,000 tested, 0.063% active | AID 488965; in the data active means inhibition above about 30%, passing the limit was not always enough;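 further: 0% = vehicle neutral wells and 100% = reference inhibitor wells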
# CAL PDZ FP: human CAL PDZ-peptide interaction inhibition; purified CAL PDZ, TMR-peptide fluorescence polarization, 1 h; 330,000 tested, 0.02% active; inhibition, % at 20 µM; Q9HD26;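 active means highest replicate inhibition of at least 40%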;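 further: plate controls were DMSO neutral control wells for no effect and unlabeled competitor peptide control wells for full effect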
#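 System: purified tagged CAL PDZ domain construct (CerCALP). Schedule: 1 h incubation at room temperature before polarization reading. Medium: 25 mM sodium phosphate pH 7.4, 150 mM NaCl, TCEP, IgG, Thesit. Read-out: percent inhibition from loss of millipolarization. Measured by: FP readout, S and P plane fluorescence. Probe or stimulus: fluorescent TMR peptide probe.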
# Wnt bcat act: Wnt/beta-catenin pathway activation. Wnt/beta-catenin reporter cell assay, activator, plate reader. activation, % at 9.35 µM. 300,000 tested, 1.2% active; in the data active means activation above about 30%, passing the limit was not always enough;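 further: 0% = neutral control wells and 100% = positive control wells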
# E coli growth: counter-screen for AddAB inhibitors: E. coli growth inhibition. E. coli V3065 growth, OD600 absorbance, 18 h. AID 449728. inhibition, % at 11.9 µM. 330,000 tested, 0.27% active;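 active means inhibition above the campaign's mean inhibition across all tested compounds plus 3 SD, cut at about 9.9% in these data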;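 further: uninfected addAB+ strain grown without phage in ampicillin broth; 0% = DMSO wells and 100% = ciprofloxacin 0.95 µg/ml wells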
# Rtt109 HAT inh: inhibitors of Candida albicans Rtt109/Vps75 histone acetyltransferase. purified Rtt109/Vps75, ThioGlo CoA-SH fluorescence, 4 h. 330,000 tested, 0.16% active. Q5AAJ8. inhibition, % at 34.9 µM;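 active means inhibition of at least 50% in every replicate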
# Target sequence (Q5AAJ8 whole entry, looked up): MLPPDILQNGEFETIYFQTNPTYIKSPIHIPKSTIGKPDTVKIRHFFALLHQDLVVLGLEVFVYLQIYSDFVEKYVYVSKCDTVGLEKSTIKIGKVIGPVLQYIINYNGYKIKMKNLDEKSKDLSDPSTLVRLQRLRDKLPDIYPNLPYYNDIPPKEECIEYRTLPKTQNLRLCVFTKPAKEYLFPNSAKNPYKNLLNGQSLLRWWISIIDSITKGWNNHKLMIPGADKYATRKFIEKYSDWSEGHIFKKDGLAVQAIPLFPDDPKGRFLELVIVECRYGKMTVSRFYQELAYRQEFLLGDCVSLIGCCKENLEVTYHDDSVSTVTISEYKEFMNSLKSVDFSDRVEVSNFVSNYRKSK
# Starred values were filed as active, the others as inactive; nt = no result given. Compounds as they come; about 1.9% have a hit in one of these screens.
no.	smiles	Tat export inh	DAGLB inh	AddAB inh	PfHsp90 yeast 2	phage Ecoli inh	PvdQ inh	CAL PDZ FP	Wnt bcat act	E coli growth	Rtt109 HAT inh
1	CCCCc1cc(=O)oc2cc(C)cc(OC(C)C(=O)NCc3ccncc3)c12 (stereo unspecified)	4	1	3.1	8	-1.1	6	-2.4	1	0.7	4
2	CC(=O)c1ccc(NC(=O)c2ccc3nc(C)sc3c2)cc1	-11	-1	3.7	-10	3.8	0	-2.9	-3	-0.5	-1
3	NC(=O)c1ccsc1NC(=O)COc1ccccc1	-3	-1	0.8	19	nt	-16	-1.6	-3	-1.0	-3
4	O=C(NN=Cc1ccc(O)cc1)c1ccccc1NS(=O)(=O)c1cccs1	1	3	0.3	-6	2.6	-4	-3.1	-2	1.7	13
5	CCc1ccc(OCCNC(=O)c2cccs2)cc1	-10	0	1.8	-23	1.8	-3	-1.5	4	2.8	-1
6	CCOc1cc(S(=O)(=O)N2CCCCCC2)ccc1F	-8	-4	2.2	1	0.9	-4	-0.6	nt	2.3	-2
7	CCC1(c2ccccc2)NC(=O)N(CC(=O)Nc2cc(S(=O)(=O)N3CCCCC3)ccc2N(C)C)C1=O (stereo unspecified)	2	4	0.7	-7	-1.4	-12	-1.7	-3	0.8	33
8	Cc1ccc(C(=O)Nc2nc(-c3cccnc3)cs2)o1	0	-2	2.9	-10	3.8	-1	-2.5	nt	1.2	14
9	Cc1cc(C)n2nc(C(=O)OCC(=O)N(C)C3CCS(=O)(=O)C3)nc2n1 (stereo unspecified)	5	2	2.2	15	1.5	-10	-0.1	-1	3.2	2
10	COC(=O)CCC/C=C1/SCC(NC(=O)c2ccccc2)C1=O (stereo unspecified)	2	5	0.6	0	-0.2	-15	-2.0	nt	1.2	-3
11	O=C(C=Cc1ccccn1)c1ccccc1O	2	-2	nt	114*	-0.3	-7	-1.0	-3	nt	1
12	CC1(C)N=C(c2ccccn2)C(C)(C)N1O	-5	-2	1.4	25	3.1	-11	-3.8	-1	-1.8	0
13	CC(=O)c1cccc(NC(=O)c2cc(-c3ccco3)nc3ccccc23)c1	-1	3	-0.3	-9	-1.2	-8	-3.0	-3	0.1	-1
14	Cc1ccc(CN2C(=O)c3ccccc3Sc3ccc(C(=O)NCCCN4CCOCC4)cc32)cc1	9	3	-1.0	-62	1.2	-3	-2.0	-1	-1.9	2
15	COc1ccc(Br)cc1CN1CCN(C(=O)c2ccco2)CC1	-2	-1	2.6	0	3.3	-14	0.6	3	2.3	0
16	O=S(=O)(c1ccc2ccccc2c1)N1CCN=C1SCc1cccnc1	2	-2	-0.9	3	3.4	-15	-1.0	1	-2.9	-16
17	COC(=O)c1ccc(C(=O)N2CCCC(CNC(=O)c3ccc(F)cc3)C2)cc1 (stereo unspecified)	8	1	0.9	-16	0.0	-6	-0.4	-2	-2.3	-15
18	COc1cccc(/C=N/NC(=O)c2oc3nc(-c4ccccc4)cc(-c4ccco4)c3c2N)c1	3	-3	0.0	-2	1.1	3	0.1	1	-1.1	2
19	CCn1c(NC(=O)c2ccccc2F)c(-c2cccs2)c(=O)c2ccccc21	-3	1	0.3	10	2.4	-10	-1.2	1	-3.0	1
20	CCOC(=O)n1c(=O)n(C)c2ccc(Br)cc21	0	1	1.3	-7	3.9	-14	-4.0	21	-0.3	0
21	CN1CCN(/C(=N\O)c2nonc2N)CC1	3	3	2.1	-6	-0.9	-8	-1.2	3	-2.7	-6
22	CC(=O)c1cccc(N2C(=O)CC(N3CCN(S(=O)(=O)c4ccc(Cl)cc4)CC3)C2=O)c1 (stereo unspecified)	5	1	2.7	-4	0.6	-8	-0.2	8	-0.2	-6
23	CC(=O)/C(=N\Nc1cccc(Cl)c1)Sc1nnc(-c2ccccc2)n1-c1ccccc1	-7	-3	1.0	4	3.6	20	1.0	-4	0.5	-6
24	COc1ccc2c(Cl)c(-c3nnco3)sc2c1	6	-5	-2.7	-37	1.6	-14	-1.9	3	-3.0	-5
25	OCC[C@H]1C[C@@H](O)[C@H](O)[C@]2(Cc3ccccc3CO2)O1	0	-3	6.5	20	0.6	-9	-2.0	-2	5.2	-3
26	CC1CCCC(NC(=O)CCn2c(=O)oc3ccccc32)C1C (stereo unspecified)	-3	-4	2.3	10	2.8	-5	-0.3	0	1.1	-1
27	CCCCNc1nc2c(c(=O)n(C)c(=O)n2C)n1CCC	1	1	-0.5	15	4.0	-3	0.3	0	-0.2	-5
28	CCNC(=O)CCC(=O)Nc1cc(Cl)ccc1C	-8	0	-0.1	-1	2.5	-12	-0.9	-2	-0.4	-7
29	COc1ccc(NC(=O)CC2Nc3cccc4cccc(c34)NC2=O)cc1 (stereo unspecified)	6	10	-0.5	2	4.9	-1	-3.1	0	-0.3	1
30	COC(=O)Cc1c(C)nc2nc(-c3ccc(Cl)cc3)[nH]n2c1=O	1	0	-0.2	-3	0.3	-5	-2.0	nt	-0.9	-8
31	CC(C)c1c(C(=O)N/N=C/c2cccc(OCc3ccccc3)c2)nnn1-c1nonc1N	-4	-4	5.7	-12	2.1	7	-1.4	1	0.5	4
32	CN(CC(=O)N1CCN(c2ccc(F)cc2)CC1)S(=O)(=O)c1ccc(F)cc1	-11	1	-0.8	11	3.0	-10	-1.0	nt	0.6	3
33	COc1cc(C(=O)NC(=S)NNC(=O)c2cnccn2)cc(OC)c1OC	-8	4	1.5	-43	2.1	-1	-2.6	-10	-2.2	-1
34	OCCNc1nc(Nc2ccccc2)nc2ccccc12	-6	2	-2.6	-13	-0.6	1	-7.0	nt	-2.2	38
35	CCN(CC)C(=O)c1sc(NC(=O)c2ccc3c(c2)OCO3)c(C#N)c1C	-6	1	1.4	-2	3.5	10	-0.6	0	0.3	18
36	Cc1ccc(S(=O)(=O)N2CCCN(Cc3nc4ccccc4c(=O)[nH]3)CC2)cc1	24	-1	nt	nt	2.9	0	0.6	-2	nt	7
37	COc1ccc(N2CCN(S(=O)(=O)c3ccc(-c4cc(C)no4)s3)CC2)cc1	1	4	-0.8	28	1.4	4	-1.5	-2	1.8	4
38	CCc1c(O)nc(SCC(=O)Nc2ccccc2C)[nH]c1=O	5	0	1.4	8	-1.8	-9	0.5	nt	0.8	4
39	CCOC(=O)c1nc(-c2ccc(OC)c(OC)c2)no1	-7	-1	2.2	nt	0.0	8	1.0	1	-0.8	-17
40	CC12CCC(=O)N1C(C(=O)N1CCN(c3cccc(Cl)c3)CC1)CS2 (stereo unspecified)	-2	2	3.4	10	6.4	-9	0.3	-1	2.3	-3
41	COC(=O)c1ccccc1NC(=O)c1ccc2c(c1)CC(C)O2 (stereo unspecified)	7	-15	nt	-10	0.9	-17	-1.8	6	nt	4
42	COc1ccccc1C1CCCN1Cc1nc(-c2cc3c(cc2Cl)OCO3)oc1C (stereo unspecified)	-4	-4	0.4	-5	4.3	-4	-0.4	0	-0.3	2
43	O=C1NCCN1C(=O)c1ccco1	-5	2	-1.3	-6	3.0	-12	-0.2	-4	-2.8	-3
44	COCCNC(=O)CN(CC1CCCO1)C(=O)CCC(=O)Nc1ccccn1 (stereo unspecified)	-2	0	1.4	-7	2.9	-10	-0.3	nt	0.0	8
45	CSCCC1NC(=O)N(C(C)C(=O)Nc2cc(Cl)cc(Cl)c2)C1=O (stereo unspecified)	5	1	-1.5	nt	-0.9	-3	-0.3	0	0.9	2
46	O=C(CCN1C(=O)[C@@H]2Cc3ccccc3CN2C1=O)NCc1ccccc1	-1	-3	-1.5	15	3.7	11	-2.0	-1	-1.3	0
47	Cc1ccc(NC(=O)CSCC(=O)NNC(=O)c2ccoc2C)cc1	-5	-1	4.9	4	-1.0	-13	-3.5	4	0.7	0
48	O=C(O)CCc1nn2cc(-c3ccccc3)nc2[nH]c1=O	-2	-2	3.3	-1	1.6	-5	-3.0	nt	0.6	-4
49	C/C(=N\Nc1ccc(Cl)cc1)c1ccncc1	2	5	0.8	9	1.6	-14	-0.6	3	-3.2	5
50	CCOc1ccc(/C=N/NC(=O)NC23CC4CC(CC(C4)C2)C3)cc1O	-3	5	1.4	-22	1.3	-14	-1.5	-2	0.3	-1

# Continuation:
no.	smiles	Tat export inh	DAGLB inh	AddAB inh	PfHsp90 yeast 2	phage Ecoli inh	PvdQ inh	CAL PDZ FP	Wnt bcat act	E coli growth	Rtt109 HAT inh
51	O=C(CN(Cc1ccccc1)S(=O)(=O)c1ccc(F)cc1)NCc1ccncc1	-2	-3	3.4	-37	-1.8	-1	-3.0	-2	-2.7	5
52	CC(=O)c1ccc(NC(=O)Cc2ccsc2)cc1	-5	-1	8.1	13	-0.4	-9	-2.9	8	-0.2	8
53	CC(=O)NS(=O)(=O)c1ccc(NC(=O)c2cc(-c3ccc(C)c(C)c3)nc3ccccc23)cc1	9	0	3.1	-32	1.5	-14	-2.6	-2	1.4	8
54	N#CCCNS(=O)(=O)c1ccc(C(=O)OCCCOC(=O)c2ccc(S(=O)(=O)NCCC#N)cc2)cc1	2	-1	3.3	4	2.8	-1	-1.1	-3	0.2	-6
55	Cc1nc(/C=C/c2ccccc2)[nH]c(=O)c1-c1ccccc1	0	-2	-1.1	-3	3.7	-6	-0.2	nt	0.6	-4
56	Cc1cc(NC(=O)c2c(Br)cnn2C)no1	-5	-2	nt	-13	1.1	-15	0.3	-4	nt	-5
57	COc1cc(OC)cc(C(=O)OCC(=O)NC(c2ccccc2)c2ccccc2)c1	-7	3	1.5	-35	1.1	-12	-0.7	-6	0.5	-7
58	CNC(=S)NNC(=O)CNc1ccc(C)c(Cl)c1	-10	5	-2.9	-17	3.6	-5	-0.7	-1	-2.5	2
59	CCOc1cc(-c2c(C#N)c(N)nc3c2CCCC3)ccc1O	0	-1	3.2	-2	2.7	-5	-1.9	nt	0.4	-17
60	CCC(C)NC(=O)c1ccccc1NC(=O)c1ccc(CSc2ccccc2)cc1 (stereo unspecified)	5	-17	1.1	-4	3.7	1	0.1	nt	-2.7	1
61	CCOC(=O)C1=C(COC(=O)[C@@H](NC(=O)c2cccc(C)c2)C(C)C)NC(=O)NC1C (stereo partly specified)	-9	0	0.4	-24	4.2	-18	-0.5	-5	0.1	-1
62	COc1cccc(-n2c(SCC(N)=O)nc3ccccc3c2=O)c1	4	-1	6.5	-1	0.5	-3	-0.9	-1	0.3	5
63	CC(C)(C)c1ccc(C(=O)OCC(=O)N2CCC(c3ccccc3)=N2)cc1	-2	-3	0.8	-7	0.1	-8	-0.8	1	2.6	-8
64	CN1CCN(C(=S)NC(=O)/C=C/c2cccs2)CC1	17	-5	1.8	-6	2.6	2	-0.6	1	-0.4	16
65	CC(C)CCC(O)(c1ccccc1)C(CN1CCOCC1)c1ccccc1 (stereo unspecified)	-2	-4	nt	-25	0.1	-7	nt	-2	nt	0
66	O=C(CC(c1ccccc1)(c1ccccc1)c1ccccc1)N[C@@H](Cc1ccccc1)C(=O)O	4	16	3.7	-12	1.5	-17	-0.2	-2	-3.1	1
67	CC(=O)N1CCCc2cc(S(=O)(=O)N3CCCC(C)C3)ccc21 (stereo unspecified)	1	2	-1.0	18	1.8	-17	-3.8	2	0.6	-2
68	Cc1nnc(SCc2ccccc2F)n1NCc1cccs1	-2	1	-0.9	nt	2.7	2	-2.0	nt	-1.6	2

# From PubChem
